# From PubChem BioAssay
# MIN6 prolif: inducers of beta-cell replication in MIN6 cells; MIN6 cells proliferation, ATPlite luminescence, 48 h; cells starved in 0.2% serum; 100% = growth in 10% serum; proliferation, % at 10 µM; 330,000 compounds, 0.29% hits; AID 2380;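 active = compounds whose signal lies at least 3.5 SD above the mean of all wells on their plate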;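 also: 0% = DMSO-treated cells in low-serum medium and 100% = 10% serum control; some compounds called inactive have numbers as strong as hits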
# NR3A LBD binder: modulates the human NR3A ligand-binding domain; NR3A LBD differential scanning fluorimetry, Tm shift; 0% = protein alone, 100% = glycine-bound protein; Tm shift relative to glycine control, % at 25 µM; 340,000 compounds, 2.5% hits; AID 1259313;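 active = melting temperature shift of at least 10% of the positive control shift, at one fixed dose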
# NLRP3 yeast inh: inhibitors of NALP3 inflammasome in yeast; Yeast reconstituted NLRP3/ASC/caspase-1, beta-gal luminescence, 24 h; inhibition, % at 10 µM; 330,000 compounds, 0.39% hits; AID 2825;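 active = inhibition of 50% or more; inactive = inhibition below 50%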;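 also: plate controls were induced DMSO wells for no effect and uninduced yeast grown without galactose for full effect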
# APJ ag: agonists of human APJ apelin receptor | CHO-K1 APJ PathHunter beta-arrestin, luminescence; 0% DMSO wells, 100% apelin | P35414 | activation, % at 20 µM | 330,000 compounds, 0.11% hits;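 active = activation more than six SD over the plate average, tested at 20 µM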;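 also: 0% = DMSO alone and 100% = apelin-13 at 10 nM; some results filed as inactive read as strong as hits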
# Target sequence (P35414 whole entry, looked up): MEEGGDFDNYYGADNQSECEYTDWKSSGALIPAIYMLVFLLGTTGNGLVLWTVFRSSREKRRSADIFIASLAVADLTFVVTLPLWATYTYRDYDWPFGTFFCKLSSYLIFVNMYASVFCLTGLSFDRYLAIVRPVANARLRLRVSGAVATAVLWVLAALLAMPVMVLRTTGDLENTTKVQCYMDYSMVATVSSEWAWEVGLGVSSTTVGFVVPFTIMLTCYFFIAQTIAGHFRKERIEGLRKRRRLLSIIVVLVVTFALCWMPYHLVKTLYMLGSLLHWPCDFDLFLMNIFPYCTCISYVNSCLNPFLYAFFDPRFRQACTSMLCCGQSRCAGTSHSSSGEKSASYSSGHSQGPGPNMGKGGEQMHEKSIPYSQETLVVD
#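 Assay system: engineered CHO-K1 APJ arrestin reporter cells; Amount: 1000 CHO-K1 reporter cells seeded per well; Dosing: one dose, 20 µM compound, 1% DMSO; Times: compound stimulation 90 min at 25 °C, detection 60 min; Measured by: luminescent beta-gal fragment complementation, chemiluminescent substrate; Read-out: APJ–arrestin association signal; Controls: DMSO vs Apelin-13 10 nM.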
# tim23-1 inh: inhibits growth of tim23-1 mutant yeast; S. cerevisiae tim23-1 growth, BacTiter-Glo luminescence, 24 h; inhibition, % at 20 µM; 330,000 compounds, 1.3% hits; AID 463212;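 active = growth inhibition of the mutant yeast at or above 50%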;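 also: temperature-sensitive mutant grown at 25 °C; plate controls were DMSO-treated mutant yeast for no effect and medium wells lacking yeast for full effect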
# MPTP block: inhibitors of mitochondrial permeability transition pore; isolated mouse mitochondria, Ca2+ swelling absorbance, 30 min; inhibition, % at 10 µM; 360,000 compounds, 1.4% hits;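 active = inhibition of 50% or more, scaled per plate between neutral and stimulator controls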;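 also: 0% = DMSO wells given calcium and 100% = 1 mM EGTA wells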
# TIM10 inh: TIM10 yeast growth inhibition | S. cerevisiae TIM10 strain growth, BacTiter-Glo luminescence, 24 h | inhibition, % at 10 µM | 330,000 compounds, 1.4% hits;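 active = inhibition of 40% or more at the single tested concentration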;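 also: wild-type TIM10 isogenic control strain grown at permissive 25 °C; 0% = DMSO yeast wells and 100% = minimal medium wells without yeast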
# tim10-1 inh: inhibits growth of tim10-1 mutant yeast. S. cerevisiae tim10-1 ts strain growth, BacTiter-Glo, 24 h. inhibition, % at 20 µM. 330,000 compounds, 2.2% hits;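 active = inhibition of at least 40%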;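 also: mutant grown at 25 °C; 0% = DMSO wells with yeast and 100% = wells holding no yeast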
# APJ antag: APJ receptor antagonism; P35414; CHO-K1 APJ beta-arrestin complementation, luminescence; inhibition, % at 20 µM; 330,000 compounds, 0.32% hits;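 active = inhibition above about 40% at 20 µM, limit read from the data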;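 also: cells challenged with 10 nM apelin-13 agonist together with compound; plate controls were apelin-13 plus DMSO wells for no effect and DMSO wells lacking apelin-13 for full effect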
# * marks the source's active call; other numbers are inactive results.
SMILES,MIN6 prolif,NR3A LBD binder,NLRP3 yeast inh,APJ ag,tim23-1 inh,MPTP block,TIM10 inh,tim10-1 inh,APJ antag
Cc1occc1C(=O)Nc1cccc(Cn2cccn2)c1,-2,0,6,-6,11,0.0,5,23,0
O=c1[nH]c(=O)n(-c2ccccc2)c2c1C(C(F)(F)F)(C(F)(F)F)N=C(CCC1CCCCC1)N2,-4,-4,-6,2,-1,6.4,10,11,11
Cc1cccc(NS(=O)(=O)c2ccc(OCC(=O)N3CCCC3)cc2)c1,3,3,6,3,10,0.1,10,-3,6
Cc1ccccc1N(CC(=O)Nc1ccccc1C(=O)O)S(C)(=O)=O,2,-2,5,-3,0,1.8,9,10,4
Cc1ccc(-c2nnc(N3CCCCC3)c3ccccc23)cc1S(=O)(=O)NCC1CCCO1 (stereo unspecified),-1,10,17,-1,24,-1.4,23,12,17
COC(=O)C(C)N(C(=O)c1cccc2ccccc12)c1c(C)cccc1C (stereo unspecified),-1,-9,-7,-5,44,1.1,42*,27,19
O=[N+]([O-])c1ccc2nc(Cl)nc(-c3ccccc3)c2c1,-7,2,9,6,54*,1.1,40,31,6
COc1ccccc1NC(=S)N(Cc1ccc(C)cc1)Cc1cccnc1,-4,-2,9,-1,29,14,47*,38,1
CN(C(=O)CSc1ncnc2sccc12)C1CCS(=O)(=O)C1 (stereo unspecified),3,1,10,-5,-2,-0.9,7,3,2
N#CCC(=O)Nc1nc(-c2ccc3c(c2)OCCO3)cs1,-2,-2,10,-3,-1,-0.4,15,15,1
N=c1n(CC(=O)c2cccs2)c2ccccc2n1Cc1ccccc1,-1,-1,34,28*,-6,1.7,-9,-24,-15
Cc1ccc(S(=O)(=O)N(Cc2nccn2C)C(C)C)cc1,-1,5,8,-4,2,0.3,-14,14,-12
N#Cc1c(-c2ccccc2)cc(-c2cccs2)nc1SCC(=O)O,-6,1,-2,-4,20,1.9,9,17,7
COc1cc(NS(=O)(=O)c2ccc3c(c2)NC(=O)CO3)cc(OC)c1,-2,-1,8,2,4,0.4,8,-9,22
c1ccc(Oc2ccc(-n3cnnn3)cc2)cc1,-3,3,29,9,21,0.7,9,27,-4
CC1(c2ccc(Cl)cc2)NC(=O)N(CC(=O)c2ccc3c(c2)OCO3)C1=O (stereo unspecified),0,1,7,2,38,-0.5,24,28,13
Cc1cccc(Nc2ncnc3c2cnn3Cc2ccccc2)c1,0,-3,2,1,28,2.0,31,36,-6
O=C(c1ccc(OC2CCN(Cc3ccccc3O)CC2)cc1)N1CCCCC1,-1,3,18,-1,12,-0.6,-3,1,18
O=C(COc1ccccc1)Nc1nc(-c2ccc(S(=O)(=O)N3CCOCC3)cc2)cs1,-2,-3,14,7,-3,-2.0,26,18,-1
CC(=O)Nc1ccc(S(=O)(=O)N2CCN(C)CC2)cc1,1,-1,2,-2,1,20,-16,1,8
COc1cc(C2NC(=O)CCC2[N+](=O)[O-])cc(OC)c1OC (stereo unspecified),-3,-2,4,-5,2,-0.2,-4,6,12
CC(=O)C1C(c2ccc(Br)cc2)C2C(C)=NN=C2CC1(C)O (stereo unspecified),-2,0,9,-3,6,-0.7,-2,16,11
COc1cc(CCC(=O)Nc2ccc(Br)c(C(F)(F)F)c2)cc(OC)c1OC,-3,-4,-1,0,22,28,24,27,-16
Cc1ccc(CCNC(=O)C2CCC(=O)N2C2CCCC2)cc1 (stereo unspecified),-3,-1,24,-5,-8,-0.3,-6,0,9
NC(=O)[C@@H]1CCCNc2c(F)cc([N+](=O)[O-])cc2C(=O)N[C@@H](CO)C(=O)NCC(=O)N1,-2,0,1,0,1,-2.5,4,-3,-3
CSCCC(NC(=O)C1CCC(C)CC1)C(=O)NCCN1CCC(C)CC1 (stereo unspecified),2,-1,2,-2,7,1.6,-21,-1,-2
NC(=O)CN1C(=O)C(=O)N(Cc2ccccc2Cl)C1=O,-6,-1,-13,-1,7,-0.6,3,5,14
O=C1N(c2cccc(Cl)c2)C(c2ccccc2)N2CCCN12 (stereo unspecified),1,-3,-14,-2,22,0.6,14,-2,4
O=S(=O)(N1CCOCC1)N1CCCN(S(=O)(=O)N2CCOCC2)CC1,-1,0,3,-1,11,-4.1,7,4,-8
CC(=O)c1ccccc1NC(=O)COC(=O)C1=NN(c2ccccc2)C(=O)CC1,3,-1,7,0,-1,-0.4,-8,-7,21
COC(=O)c1ccc(N2CCC(c3cc(-c4ccc(OC)cc4)n[nH]3)CC2)c([N+](=O)[O-])c1,-6,-1,20,-3,7,19,24,34,5
O=C(NNC(=S)NC(=O)c1ccccc1Cl)c1cccc([N+](=O)[O-])c1,-2,-8,36,-2,14,2.8,18,26,4
Cc1ccc(Sc2cnc3ccccc3n2)cc1,-1,0,19,-5,8,0.2,6,11,-9
Cc1cc(C)c2c(N=CN(C)C)c(C(=O)N3CCN(c4ncccn4)CC3)sc2n1,0,0,8,6,18,-1.4,13,28,9
COc1ccc(OCc2nnc(SCC(=O)Nc3ccccc3F)o2)cc1,2,1,11,0,9,-0.3,5,-5,-20
Cc1cc(C(=O)N/N=C/c2ccc([N+](=O)[O-])cc2)c2ccccc2n1,-2,6,-6,8,4,1.9,-1,19,-14
Cc1cccc(NC(=O)c2ccc(S(=O)(=O)N3CCOCC3)cc2)c1C,2,-1,16,2,4,-0.7,9,10,8
N#Cc1c2c(nc(N)c1-c1ccccc1)CCCCC2,1,2,8,-2,7,-0.6,-3,2,-2
O=C(NC1CCCc2c1cnn2-c1ccc(F)cc1F)c1cnccn1 (stereo unspecified),1,-1,19,-4,24,2.3,-5,27,-13
C=CCOC(=O)/C(=C/c1cccnc1)NC(=O)c1ccccc1,-2,0,13,2,8,1.5,-5,8,13
CC1(C)CC(=O)C2=C(C1)OC(N)=C(C#N)C2c1ccccc1[N+](=O)[O-] (stereo unspecified),-2,0,4,-3,7,0.2,1,6,-33
Cc1cccc(C)c1NC(=O)CNc1ncnc2sc(C)c(C)c12,0,0,-7,-2,-12,7.9,-19,14,18
Cc1nn(-c2ccccc2)c(Cl)c1C(=O)NNC(=O)c1ccncc1,1,1,-13,-2,4,-1.1,8,-4,-53
Cc1ccc(-c2nnc(SCC(=O)Nc3nc4c(s3)CCCC4)n2C)cc1,0,0,-6,-5,2,0.7,2,7,-15
CC(=O)NCCC(=O)Nc1cccc(S(=O)(=O)N(C)c2ccccc2)c1,0,-2,16,-1,8,0.1,-1,8,2
CC1(C)CC(=O)c2c(n(S(=O)(=O)c3ccccc3)c3ccc(NS(=O)(=O)c4ccccc4)cc23)C1,0,-3,26,0,16,0.4,13,13,-2
Cc1ccccc1NC(=S)NCc1ccc2c(c1)OCO2,-2,3,3,0,41,1.0,14,19,5
COc1cc2c(cc1OC)C(c1ccc3c(c1)OCO3)C1=C(CC(C)(C)CC1=O)N2 (stereo unspecified),-4,0,26,4,18,-3.6,13,24,1
Cc1cc(C)c([N+](=O)[O-])cc1NC(=O)CCSc1ccccc1Cl,-5,-2,-4,-3,-1,49,9,18,3
O=C(C1CCN(S(=O)(=O)c2ccccc2F)CC1)N1CCCC1,-2,-1,9,3,-3,-0.2,-6,4,0

# (listing goes on)
SMILES,MIN6 prolif,NR3A LBD binder,NLRP3 yeast inh,APJ ag,tim23-1 inh,MPTP block,TIM10 inh,tim10-1 inh,APJ antag
Cc1ccc(Cc2cnc(N3C(=N)SC(C)C3=O)s2)cc1 (stereo unspecified),-6,1,-4,-2,5,-1.4,30,11,22
NC(=O)c1cccnc1Oc1ccc(Cl)cc1,-2,-1,6,-1,11,1.8,18,-1,12
CCOC(=O)C(=O)Nc1ccc([N+](=O)[O-])cc1OC,0,-2,3,-1,3,0.3,4,8,1
O=C(CSc1nnc(Cc2ccccc2)c(=O)[nH]1)Nc1ccccc1,0,0,-7,3,4,2.0,0,6,4
Cn1c(SCC(=O)NCc2ccco2)nnc1-c1ccc(S(=O)(=O)N2CCOCC2)cc1,-1,-14,5,-4,12,-1.3,13,10,7
CCOC(=O)N1CCC(c2cc(=O)n3[nH]c(C)c(-c4ccc(F)cc4)c3n2)CC1,-6,-15,-3,-4,2,-0.8,-7,9,0
CN(C(=O)CSc1nc2ccccc2o1)C1CCCCC1,0,0,29,1,17,-1.6,0,7,4
CCOc1ccc(/C(O)=C2/C(=O)C(=O)N(c3cc(C)on3)C2c2ccc(C(=O)OC)cc2)cc1 (stereo unspecified),-1,0,8,2,14,-1.3,4,15,-4
CCCCn1c(N)c(N(CCC(C)C)C(=O)c2ccccc2-n2cnnn2)c(=O)[nH]c1=O,-4,2,-9,1,12,1.4,6,7,2
Cc1ccc(C)c(C(=O)CN2Cc3ccccc3C2=O)c1,-1,0,24,0,9,3.6,-14,-32,8
